# NPY-Y2 PAM-ag: NPY-Y2 potentiators or agonists, primary screen, cell-based | Neuropeptide Y receptor type 2 (Homo sapiens), P49146 | activation, % at 3.6 µM | cells expressing NPY-Y2, potentiator/agonist read-out | 220,000 compounds, 0.45% hits; in the data active means activation above about 27%;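 further: cells stimulated with NPY near EC25 plus isoproterenol at EC100; 0% = vehicle plus submaximal agonist and 100% = vehicle plus saturating agonist; some results beyond the cut were filed as inactive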
# zfTRPN1 agonist: zebrafish TRPN1 channel agonists, primary screen, cell-based, HEK293, calcium fluorescence; HEK293 zebrafish TRPN1-YFP, Fluo-8 calcium fluorescence; 100% = response to 87 µM carbachol; activation, % at 3 µM; 220,000 compounds, 0.18% hits; AID 1424, 2008;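 active means activation above its plate's cutoff, the mean activation of test wells on that plate plus 3 SD, cut at about 19% in these data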;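 further: 0% = DMSO alone and 100% = 87 µM carbachol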
#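 System: zebrafish TRPN1-YFP in HEK293 cells / Dosing: 3 µM single point / Timing: dye loading 1 h at 37 °C, then 30 min room temperature / Signal: Fluo-8 calcium fluorescence, excitation 470-495 nm, emission 515-575 nm / Read-out basis: percent activation from peak over basal fluorescence ratio, control-normalized / Control set: high carbachol 87 µM, low DMSO alone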
# TRPML3 ag: human TRPML3 channel agonists, primary screen, cell-based, HEK293 TRPML3-YFP, Fluo-8 calcium fluorescence, 3 µM. Mucolipin-3 (Homo sapiens), Q8TDD5. 100% = the carbachol control signal. activation, % at 3 µM. 220,000 compounds, 0.29% hits;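 active means activation above its plate's cutoff, the mean activation of the plate's test wells plus 3 SD, cut at about 12% in these data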;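 further: 0% = DMSO only wells and 100% = carbachol wells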
#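 Test system: HEK293 cells stably carrying human TRPML3-YFP; Doses: single dose, 3 µM final nominal compound, 0.3% DMSO final; Schedule: dye loading 1 h 37 °C then 30 min ambient, 125 s read; Technique: Fluo-8 calcium fluorescence; Benchmarks: high control carbachol 87 µM, low control DMSO.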
# CHOP inhibitor: inhibitors of CHOP promoter induction, primary screen, cell-based, unfolded protein response, luciferase reporter; CHO-K1 CHOP-promoter luciferase, tunicamycin-induced, 15-18 h; inhibition, % at 10 µM; 220,000 compounds, 3.8% hits; AID 2732, 2010;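 active means compounds that reduced the stress-induced luciferase reporter signal by more than about 70% of percent inhibition, limit read from the data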;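 further: 0% = tunicamycin plus vehicle and 100% = wells without tunicamycin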
# EP2 mod: EP2 receptor modulators, cAMP readout, primary screen, cell-based, HTRF cAMP, PGE2 stimulation; Prostaglandin E2 receptor EP2 subtype (Homo sapiens), P43116; EP2-expressing cells, cAMP HTRF FRET, PGE2 co-stimulation; induction, % at 25 µM; 260,000 compounds, 0.83% hits; AID 940, 2007;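 active means compounds whose cAMP rise, as percent of the full-agonist control response, exceeds 60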;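 further: rat C6 glioma line stably carrying human EP2 under a CMV promoter; the protocol text gives 20 µM as final concentration; 100% = response of wells given 1 µM PGE2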
# S1P4 agonist: S1P4 receptor agonists, primary screen, cell-based. AID 1509, 2009. 220,000 compounds, 0.35% hits. Sphingosine 1-phosphate receptor 4 (Homo sapiens), O95977. activation, % at 4.98 µM. S1P4-expressing cell line, agonist reporter assay; in the data active means activation above about 11%;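 further: 0% = DMSO vehicle and 100% = reference agonist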
# Target sequence (O95977 whole entry, looked up): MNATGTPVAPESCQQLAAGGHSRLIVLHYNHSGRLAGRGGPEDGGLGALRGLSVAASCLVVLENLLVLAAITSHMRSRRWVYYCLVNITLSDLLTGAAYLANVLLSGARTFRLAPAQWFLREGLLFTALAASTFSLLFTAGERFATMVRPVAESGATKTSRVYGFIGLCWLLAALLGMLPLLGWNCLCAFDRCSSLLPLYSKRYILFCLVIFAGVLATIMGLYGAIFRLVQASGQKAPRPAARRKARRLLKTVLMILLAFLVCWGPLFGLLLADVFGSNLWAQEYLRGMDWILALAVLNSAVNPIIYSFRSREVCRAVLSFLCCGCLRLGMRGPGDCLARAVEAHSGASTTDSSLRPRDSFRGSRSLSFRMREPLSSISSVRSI
# S1P4 antag: S1P4 receptor antagonists, primary screen, cell-based; inhibition, % at 4.98 µM; Sphingosine 1-phosphate receptor 4 (Homo sapiens), O95977; 220,000 compounds, 0.26% hits; S1P4-expressing cells, antagonist mode, reporter read-out; in the data active means inhibition above about 29%;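 further: 0% = wells stimulated with agonist and 100% = vehicle wells without agonist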
# NPY Y1 blocker: NPY-Y1 receptor antagonists, primary screen, cell-based; HEK293-CNG Y1 cells, membrane potential fluorescence; NPY at EC95, then isoproterenol; inhibition, % at 3.6 µM; 200,000 compounds, 1% hits; AID 1040, 2008;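 active means inhibition above the campaign mean inhibition of all tested compounds plus 3 SD, cut at about 20% in these data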;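 further: 0% = DMSO wells given NPY plus isoproterenol and 100% = isoproterenol alone without NPY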
# Target sequence (P25929 whole entry, looked up): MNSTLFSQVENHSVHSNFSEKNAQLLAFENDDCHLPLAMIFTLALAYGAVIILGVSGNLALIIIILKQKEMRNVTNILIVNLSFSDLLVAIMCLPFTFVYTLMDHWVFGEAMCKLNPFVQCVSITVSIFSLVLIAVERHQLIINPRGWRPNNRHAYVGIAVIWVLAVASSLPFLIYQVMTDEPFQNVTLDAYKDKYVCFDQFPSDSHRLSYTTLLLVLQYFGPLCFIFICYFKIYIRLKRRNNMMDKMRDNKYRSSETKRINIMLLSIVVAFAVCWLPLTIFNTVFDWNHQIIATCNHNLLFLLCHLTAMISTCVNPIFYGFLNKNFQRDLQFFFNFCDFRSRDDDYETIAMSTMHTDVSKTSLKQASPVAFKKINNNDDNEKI
#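 Material: HEK293 cells with Y1 receptor plus CNG channel; times: compound incubation 1 h at room temperature, readout 45 min post-stimulation; signal: fluorescence, membrane potential probe; read-out basis: fluorescence ratio normalized to % inhibition between controls; benchmarks: full-block control isoproterenol-only wells, zero-block control NPY plus isoproterenol wells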
# NPY1 pot ag: NPY-Y1 receptor potentiators or agonists, primary screen, cell-based | Neuropeptide Y receptor type 1 (Homo sapiens), P25929 | NPY-Y1 expressing cells, potentiator/agonist activation | activation, % at 3.6 µM | 220,000 compounds, 0.37% hits | AID 1304, 2008; in the data active means activation above about 33%, passing the limit was not always enough;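 further: cells stimulated with NPY at EC10 then isoproterenol at EC100; 0% = low agonist plus stimulus and 100% = saturating agonist plus stimulus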
# Active calls of the source: *; / = no result given; & = joins results of further samples. Rows are unselected (roughly 6.5% active in at least one column).
SMILES,NPY-Y2 PAM-ag,zfTRPN1 agonist,TRPML3 ag,CHOP inhibitor,EP2 mod,S1P4 agonist,S1P4 antag,NPY Y1 blocker,NPY1 pot ag
CCOC(=O)c1sc(NC(=O)c2ccc(S(=O)(=O)N3CCCCCC3)cc2)nc1-c1ccccc1,-9,0.3,0.3,12,5,-1.1,-1,-2,-19
O=C(CN1C(=O)NC2(CCCC2)C1=O)NCCC1=CCCCC1,-21,0.5,0.2,24,8,-1.6,-4,1,-4
O=C(Cc1cnc2ncnn2c1)N1CCc2c([nH]c3ccccc23)C1c1ccccc1F (stereo not drawn),-11,-0.9,0.3,-19,21,0.5,-3,4,2
CCCNC(=S)N(Cc1ccccc1)Cc1nc2ccccc2c(=O)[nH]1,-4,0.4,-0.7,-7,-71&-41,1.5,1,1,16
Cc1ccc(S(=O)(=O)Cn2nnnc2CN(Cc2ccco2)CC2CCCO2)cc1 (stereo not drawn),14,-0.3,-0.4,10,14,-0.3,-16,1,8
CCCCNC(=O)c1onc(CSc2cccc(Cl)c2)c1C(=O)O,-36,0.2,-0.5,18,4,0.6,-11,18,-15
CCN(CC)C(=O)N1c2ccccc2C=Cc2ccccc21,11,-2.0,-1.3,34,6,0.1,-8,7,12
COc1ccc(CNCc2cccc(Oc3ccccc3)c2)cc1,-42,-0.9,0.5,18,9,-1.9,28,21*,-42
COC(=O)CN(c1ccc(F)cc1)S(=O)(=O)c1ccccc1,3,0.4,0.7,64,29,-0.3,-13,3,-23
COC(=O)C1=C(C)NC(=O)C1(Nc1nccs1)C(F)(F)F (stereo not drawn),-18,0.2,0.2,7,-12,0.0,-5,-2,-13
CCO[C@@H]1OC(C(=O)O)=C[C@H](c2ccc(Br)cc2)[C@H]1CCCO,-7,-2.0,0.2,10,11,-0.9,-10,-2,5
COc1cc(NS(=O)(=O)c2ccc(NC(=O)COc3ccc(C)cc3)cc2)nc(OC)n1,-4,-0.8,0.5,2,-46,1.8,-7,0,-9
CC(C)(C)C(=O)NCCN1CCN(C(=O)C(C)(C)C)CC1,2,-0.9,1.1,3,12,0.2,-18,-3,-4
COc1ccc(C(=O)NC(=S)N2CCNC(=O)C2)cc1Br,16,-1.8,0.3,-6,5,-2.2,-2,3,-11
O=C1/C(=C/c2ccncc2)CCc2ccccc21,11,0.7,0.6,8,-16,-0.6,14,/,-7
Cc1ccc(-c2nnc(CCC(=O)NCC3C4CC5CC(C4)CC3C5)o2)s1 (stereo not drawn),-8,-1.4,-0.1,-6,27,-0.6,0,12,-1
CN(C)S(=O)(=O)c1cccc(COC(=O)c2ccc3c(c2)OCO3)c1,-5,3.3,0.9,10,-32,1.3,-7,-4,-9
CC(=O)N1CCN(Cc2nc3cc(NS(C)(=O)=O)ccc3n2C)CC1,8,2.2,0.4,-1,36,1.3,-24,0,-18
CC(/C=N/Nc1nnc2c(n1)[nH]c1ccccc12)=C\c1ccco1,10,1.0,1.2,107*,4,1.2,2,15,-24
ONC(=Nc1ccccc1Cl)c1ccccc1Cl,21,0.6,1.4,6,71*,0.3,10,/,34
NC(N)=N/N=C/c1ccc(OS(=O)(=O)c2ccccc2)cc1,-12,0.9,1.5,-3,-77,0.9,-4,2,-11
CCOC(=O)CSc1nnc(Cc2ccccc2)n1CC1CCCO1 (stereo not drawn),-5,-0.5,0.8,-15,26&25,0.4,-9,7,6
Cc1ccc(Oc2ncccc2/C=N/OCc2ccc(Cl)cc2Cl)cc1,-1,0.9,-0.1,5,18,0.1,-1,-1,1
CCOC(=O)N1CCC(NC(=S)Nc2ccc3nc(N4CCN(C)CC4)cc(C)c3c2)CC1,4,-1.6,0.8,19,-33,-0.8,4,12,3
COc1ccc2nc(N3C(=O)CC(Cc4ccc(Cl)cc4)C3=O)sc2c1 (stereo not drawn),-9,-1.9,-0.7,10,-41,0.4,4,10,-23

# Looked up above.
# `CCO[C@@H]1OC(C(=O)O)=C[C@H](c2ccc(Br)cc2)[C@H]1CCCO` in zfTRPN1 agonist: -2.0
# `COc1ccc(CNCc2cccc(Oc3ccccc3)c2)cc1` in S1P4 agonist: -1.9
# `CCCNC(=S)N(Cc1ccccc1)Cc1nc2ccccc2c(=O)[nH]1` in NPY-Y2 PAM-ag: -4
# `COc1cc(NS(=O)(=O)c2ccc(NC(=O)COc3ccc(C)cc3)cc2)nc(OC)n1` in EP2 mod: -46
# `CCOC(=O)c1sc(NC(=O)c2ccc(S(=O)(=O)N3CCCCCC3)cc2)nc1-c1ccccc1` in S1P4 antag: -1
# `COC(=O)CN(c1ccc(F)cc1)S(=O)(=O)c1ccccc1` in EP2 mod: 29
# `Cc1ccc(Oc2ncccc2/C=N/OCc2ccc(Cl)cc2Cl)cc1` in TRPML3 ag: -0.1

# Next entries follow:
SMILES,NPY-Y2 PAM-ag,zfTRPN1 agonist,TRPML3 ag,CHOP inhibitor,EP2 mod,S1P4 agonist,S1P4 antag,NPY Y1 blocker,NPY1 pot ag
O=C(Nc1nnc(-c2ccccc2F)s1)c1cccnc1,-5,1.6,0.9,-11,0,1.5,1,-2,0
O=c1[nH]n(-c2ccc(Cl)cc2)c(=O)c(Cl)c1Cl,-6,0.5,-0.2,-71,7,-1.4,7,-4,13
COc1ccc(CCN2C(=NC(=O)C(C)C)SC3CS(=O)(=O)CC32)cc1 (stereo not drawn),16,-1.3,0.4,5,7,0.8,-3,/,10
CCOC(=O)C1C(c2ccccc2)NC(=S)NC1(C)O (stereo not drawn),2,-0.3,0.3,9,-8,0.9,-2,7,-5
COc1ccc(C2=NN(CC(=O)Nc3ccccc3C)C(=O)CC2)cc1,-12,1.3,0.2,3,-37,0.4,2,/,0
COC(=O)COc1ccc(-n2cnnn2)cc1,5,0.2,0.2,12,4,1.8,2,-1,1
O=C1COc2ccc(C(=O)COC(=O)C3CCN(S(=O)(=O)c4cccs4)CC3)cc2N1,6,1.2,2.2,9,-11,0.5,-2,0,1
COC(=O)c1ccc(C)c(NC(=O)C2COc3ccccc3O2)c1 (stereo not drawn),-3,-0.4,-0.2,-5,25,0.0,-1,0,-1
CC(=O)N1C(=O)N(C(C)=O)C2C1N(C(C)=O)C(=O)N2C(C)=O (stereo not drawn),8,0.3,-0.2,5,-5,0.1,-26,7,8
Cc1ccc2cc(CN(Cc3nnnn3Cc3ccco3)CC3CCCO3)c(=O)[nH]c2c1C (stereo not drawn),1,0.6,0.6,-15,3,-0.6,-15,7,-7
CCOC(=O)c1c(-c2cccs2)csc1NC(=O)c1ccco1,1,0.3,0.1,11,23,2.7,-5,-4,9
CCc1nnc(NC(=O)c2cccc(C(=O)Nc3nnc(CC)s3)n2)s1,-1,2.2,1.3,63,4,0.0,-5,5,-14
COc1ccc(-c2ocnc2C(=O)N2CCN(Cc3cccnc3)CC2)cc1,-14,-1.1,0.8,4,5,1.2,3,/,-3
COc1ccc(-n2c(SC(C)C(=O)Nc3ncc(Cl)cc3Cl)nc3ccccc32)cc1 (stereo not drawn),-6,-0.5,0.4,59,37,0.2,-7,10,-11
Cc1ccc(/C=N/Nc2ccc(Cl)c(C(=O)O)c2)s1,10,-0.3,0.2,8,24,-1.7,-7,-1,-8
Cc1csc(-c2cnn(-c3ccccc3)c2NC(=O)c2cccc(C(F)(F)F)c2)n1,-18,-0.2,-1.0,-2,4,-0.5,5,9,-25
CCOc1ccc2c(O)csc2c1,-5,0.7,0.2,18,-14&-30,0.3,-14,-4,-7
COc1ccc(CNC(=O)C2CCCN2CCc2ccccc2)cc1OC (stereo not drawn),-25,3.9,1.3,-8,-39,-0.2,2,0,-23
N#Cc1cc2c(nc1SCc1ccc(Cl)cc1)CCCC2,-2,-0.1,0.5,-21,15,2.4,9,4,0
COc1cc(NC(=O)COC(C)=O)c(C)cc1[N+](=O)[O-],5,-0.2,0.8,16,25,0.4,-11,-4,-11
COc1ccccc1C(=O)N=c1sc2c(C)ccc(OC)c2n1C,-37,-2.8,-0.3,4,27,1.9,2,/,-16
CC(C)CNC(=S)N1CCN(C(c2ccccc2)c2ccccc2)CC1,0,-0.8,-0.2,41,21,-0.4,5,-1,8
CCC(=O)N(CCC(c1ccco1)c1ccccc1OC)Cc1cccs1 (stereo not drawn),1,-2.0,-1.0,40,47,-0.7,6,25*,-3
Cc1c(NC(=O)c2cc(=O)[nH]c3ccccc23)c(=O)n(-c2ccccc2)n1C,15,-0.1,0.9,9,5,-1.4,7,7,-3
CCN(CC)CCN1CNC(=S)N(c2ccccc2OC)C1,-14,-0.8,0.1,8,-10,-0.1,-1,/,-18
CCOC(=O)CCC(=O)N1CCNC(=O)C1,-17,0.5,0.8,-37,3,-0.1,-8,-4,-14
CC(=O)Nc1ccc2nc(SCC(=O)N3CCOCC3)sc2c1,3,-1.8,0.9,0,21,1.3,-20,0,0
Cc1c(NC(=O)c2ccco2)cccc1C(=O)NN1C(=O)c2ccccc2C1=O,10,1.5,3.0,-8,23,-0.7,1,-5,3
N#Cc1nc(-c2ccccc2Cl)oc1NCc1ccco1,-3,-0.9,-0.8,23,-37,0.7,-4,-2,-2
CCOC(=O)C(=O)/C(=C\N(C)C)c1onc(-c2c(Cl)cccc2Cl)c1C(=O)OC,6,-0.3,1.0,-1,8,-0.4,-14,2,-18

# Single records, as listed above. Order of screens: NPY-Y2 PAM-ag | zfTRPN1 agonist | TRPML3 ag | CHOP inhibitor | EP2 mod | S1P4 agonist | S1P4 antag | NPY Y1 blocker | NPY1 pot ag
# Shown for COC(=O)CN(c1ccc(F)cc1)S(=O)(=O)c1ccccc1 → 3 | 0.4 | 0.7 | 64 | 29 | -0.3 | -13 | 3 | -23
# Shown for CCOC(=O)CSc1nnc(Cc2ccccc2)n1CC1CCCO1 (stereo not drawn) → -5 | -0.5 | 0.8 | -15 | 26&25 | 0.4 | -9 | 7 | 6
# Shown for CC(=O)Nc1ccc2nc(SCC(=O)N3CCOCC3)sc2c1 → 3 | -1.8 | 0.9 | 0 | 21 | 1.3 | -20 | 0 | 0

# Screens deposited in PubChem BioAssay by several laboratories.
